Source: PubChem BioAssay (National Center for Advancing Translational Sciences (NCATS))
TrxR1 substrate – qHTS Assay for Substrates of Mammalian Selenoprotein Thioredoxin Reductase 1 (TrxR1): qHTS. Potency, µM (titrated, usually from 114 µM), inactives show top-dose activity change, negative = substrate turnover. Thioredoxin reductase 1, cytoplasmic (Rattus norvegicus), O89049. 0.01% of 390,000 active. purified TrxR1 substrate turnover, NADPH consumption readout; note: % is set by controls: 0 for no effect and ±100 for the full control effect; nearly all actives have a fitted effect of over 50% in size
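Rat TrxR1, dispensed at 90 nM, was prereduced with 400 uM NADPH (final) for 5 min at ~22 deg C, then incubated with compound 15 min before 400 uM selenite. A first-read NADPH fluorescence drop versus no-compound background flagged substrates.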
RGS4 inh – Inhibitors of Regulator of G Protein Signaling (RGS) 4: qHTS | Transcreener GDP fluorescence polarization, RGS4-accelerated GTP hydrolysis | 0.039% of 390,000 active | AID 504845, 2011 | Potency, µM (doses to about 114 µM), for the others: at the top dose activity change, negative = inhibition, actives largely listed as inhibitors; note: % is set by controls: 0 for no effect and ±100 for the full control effect; nearly all actives have a fitted effect of over 75% in size; some results filed as inactive show a strong effect at the top dose
Target sequence (P49798 whole entry, looked up): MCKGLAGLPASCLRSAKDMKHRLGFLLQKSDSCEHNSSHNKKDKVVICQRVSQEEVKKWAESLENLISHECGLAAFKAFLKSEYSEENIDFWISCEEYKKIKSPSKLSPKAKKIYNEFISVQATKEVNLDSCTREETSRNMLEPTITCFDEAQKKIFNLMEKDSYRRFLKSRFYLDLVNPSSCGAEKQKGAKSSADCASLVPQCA
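MLSMR compounds (23 nl, pin-transferred) preincubated 10 min at room temperature with a 500nM (2x) first reagent, then RGS4 at 900nM (2x) plus Transcreener GDP mix added; fluorescence polarization (620/688 nm) read before and after 90 min at 30 °C.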
Vif-APOBEC3F blk – qHTS for Inhibitors of Vif-A3F Interactions: qHTS | 0.2% of 390,000 active | AID 602313, 2012 | HeLa A3F-eYFP + Vif (tagged APOBEC3F with the HIV-1 protein that degrades it), YFP fluorescence increase | Potency, µM (doses to about 46.1 µM), for inactives: at the highest dose activity, negative = active; note: % of control where 0% means no effect; nearly all actives have a fitted effect of over 65% in size
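HeLa cells stably expressing Vif plus C-terminally eYFP-tagged A3F were seeded, incubated overnight at 37 deg C, dosed with compound, incubated overnight again at 37 deg C. Yellow fluorescence (Ex 488/Em 500-530) reported blocked Vif-mediated A3F-eYFP degradation.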
TrxR1 inh – qHTS Assay for Inhibitors of Mammalian Selenoprotein Thioredoxin Reductase 1 (TrxR1): qHTS; Potency, µM (doses to about 114 µM), for inactives: top-dose activity change, negative = inhibition, actives largely listed as inhibitors; 1% of 390,000 active; AID 588453, 2011; recombinant rTrxR1, NADPH fluorescence consumption, selenite substrate; note: % is set by controls: 0 for no effect and ±100 for the full control effect; nearly all actives have a fitted effect of over 65% in size
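Rat TrxR1 (90 nM in the dispensed reagent) was pre-reduced with 400 uM NADPH for 5 min at room temperature, then incubated with compound for 15 min. After 400 uM selenite was added, NADPH fluorescence (Ex 340/Em 450 nm) was followed for 8 min.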
RXFP1 agonist – qHTS Assay for Agonists of the Relaxin Receptor RXFP1. AID 2676, 2010. 0.3% of 370,000 active. HEK293T-RXFP1 cAMP TR-FRET, 30 min; response scale: percent of porcine relaxin response, buffer zero. Relaxin receptor 1 (Homo sapiens), Q9HBX9. Potency, µM (titrated, usually from 57.5 µM), for the others: at the top dose activation, hits mostly activators; note: % is set by controls: 0 for no effect and ±100 for the full control effect; nearly all actives have a fitted effect of over 60% in size; many of its hits are not listed in these tables
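HEK293T cells stably expressing RXFP1 were pretreated with the PDE4 inhibitor Ro 20174, exposed to compounds for 30 min at 37C, lysed, and cAMP was read by TR-FRET. Data normalized to buffer (basal) and 29 nM porcine relaxin (100%).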
USP1 inh – Inhibitors of USP1/UAF1: Primary Screen; Ubiquitin carboxyl-terminal hydrolase 1 (Homo sapiens), O94782; recombinant USP1/UAF1, Ub-Rhodamine cleavage fluorescence; Potency, µM (series often up to 57.1 µM), without a hit: top-dose activity change, negative = inhibition, actives largely listed as inhibitors; 0.23% of 390,000 active; AID 743255, 2014; note: % is set by controls: 0 for no effect and ±100 for the full control effect; nearly all actives have a fitted effect of over 60% in size; inactives centre near -12
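USP1/UAF1 complex at 1 nM was preincubated with compound for 15 min at room temperature, then Ub-Rho substrate (150nM final) was added. Fluorescence (480/540 nm) was read kinetically, 6 reads every 60 seconds.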
12-LOX inh – Primary qHTS assay for inhibitors of human arachidonate 12S-lipoxygenase (ALOX12): Round 2; Polyunsaturated fatty acid lipoxygenase ALOX12 (Homo sapiens), P18054; purified 12hLO, xylenol orange hydroperoxide absorbance; Potency, µM (top dose mostly 108 µM), for inactives: top-dose activity change, negative = inhibition, most hits filed as inhibitors; 1.1% of 580,000 active; note: % is set by controls: 0 for no effect and ±100 for the full control effect
Target sequence (P18054 whole entry, looked up): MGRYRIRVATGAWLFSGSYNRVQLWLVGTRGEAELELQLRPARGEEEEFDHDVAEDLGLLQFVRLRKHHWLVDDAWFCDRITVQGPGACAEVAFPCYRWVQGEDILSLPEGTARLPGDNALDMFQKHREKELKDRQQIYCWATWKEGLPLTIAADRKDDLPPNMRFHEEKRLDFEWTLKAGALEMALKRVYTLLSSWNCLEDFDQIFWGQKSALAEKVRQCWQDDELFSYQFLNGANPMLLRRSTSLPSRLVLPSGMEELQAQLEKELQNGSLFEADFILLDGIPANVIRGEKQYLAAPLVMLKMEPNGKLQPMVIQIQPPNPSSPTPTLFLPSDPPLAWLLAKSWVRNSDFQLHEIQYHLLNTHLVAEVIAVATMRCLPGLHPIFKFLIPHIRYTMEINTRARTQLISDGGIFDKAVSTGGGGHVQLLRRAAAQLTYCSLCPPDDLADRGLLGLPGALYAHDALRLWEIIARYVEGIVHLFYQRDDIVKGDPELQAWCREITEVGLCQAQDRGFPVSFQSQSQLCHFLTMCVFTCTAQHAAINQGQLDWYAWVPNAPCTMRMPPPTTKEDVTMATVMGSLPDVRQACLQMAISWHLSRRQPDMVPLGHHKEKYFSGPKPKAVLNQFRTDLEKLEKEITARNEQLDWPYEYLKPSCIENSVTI
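Hydroperoxide product was detected by ferrous iron/xylenol orange as the 573 to 405 nm absorbance ratio. Arachidonic acid at 40 uM (final) was turned over for 30 min at room temperature by 150 nM human 12hLO, pH 7.0 Hepes buffer, after 15 min compound preincubation.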
mIDH1 inhibitor – qHTS for Inhibitors of mutant isocitrate dehydrogenase 1 (IDH1): qHTS | Isocitrate dehydrogenase [NADP] cytoplasmic (Homo sapiens), O75874 | Potency, µM (titrated, usually from 76.6 µM), for the others: at the top dose activity change, negative = inhibition, usual class: inhibitors | 0.093% of 390,000 active | IDH1-R132H enzyme, NADPH consumption, diaphorase/resazurin fluorescence; note: % is set by controls: 0 for no effect and ±100 for the full control effect; nearly all actives have a fitted effect of over 65% in size
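IDH1-R132H (0.5 ug/mL dispensed) in pH 7.5 Tris buffer was preincubated 30 min with compound, then given a substrate mix of 0.016 mM NADPH and 2 mM alpha-KG for 80 min at room temperature; remaining NADPH was read by diaphorase/resazurin fluorescence.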
Vif-APOBEC3G blk – qHTS for Inhibitors of Vif-A3G Interactions: qHTS; DNA dC->dU-editing enzyme APOBEC-3G (Homo sapiens), Q9HC16; HeLa A3G-eYFP + Vif (tagged APOBEC3G with the HIV-1 protein that degrades it), YFP fluorescence, overnight; Potency, µM (top dose mostly 46.1 µM), for the others: at the top dose activity, negative = active, actives largely listed as inhibitors; 0.076% of 410,000 active; AID 602310, 2012;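 note: % is set by controls: 0 for no effect and ±100 for the full control effect; nearly all actives have a fitted effect of over 60% in size; hits raise eYFP signal because A3G escapes Vif-driven loss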
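HeLa cells stably expressing Vif and C-terminally eYFP-tagged A3G, seeded overnight at 37 deg C, then exposed to compound by pintool overnight at 37 deg C. Rise in yellow fluorescence (Ex 488/Em 500-530, Acumen) marks blocked Vif-driven A3G degradation.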
* = called active by the depositor; ? = inconclusive; . = not tested or not shown; & = joins results of further samples; [ ] = remark or other dose. Calls come from the whole dose curve; as a rule, active = well fitted curve in the direction sought with a large enough effect; inconclusive = small, poorly fitted or top-dose-only effect, or another doubt; inactive = no such curve, though single readings can be large; an effect the other way counts as inactive or inconclusive. Potency is the fitted concentration of half-maximal effect.

Values in the order: TrxR1 substrate	RGS4 inh	Vif-APOBEC3F blk	TrxR1 inh	RXFP1 agonist	USP1 inh	12-LOX inh	mIDH1 inhibitor	Vif-APOBEC3G blk
- NNC(=O)CS(=O)(=O)CS(=O)(=O)CC(=O)NN
    9%[57.1 µM]	2%	17%	2%[57.1 µM]	0.2%	-5%	11%	10%	0%
- Cc1cc(S(=O)(=O)N2CCOCC2)ccc1NC(=O)c1ccc(F)cc1
    12%[57.1 µM]	25%	1%	17%[57.1 µM]	-3.2%	?	-97%	0%	-4%
- CC(C)CCNCC(O)CON=C1c2ccccc2-c2ccccc21 (configuration not stated)
    -2%[57.1 µM]	-24%	-2%	30%	0.3%	-21%	-10%	12%	-4%
- CCCC(=O)N(CCN(C(=O)CCC)c1ccccc1)c1ccccc1
    6%	-12%	-1%	7%	1.5%	-9%	-16%	8%	-4%
- Cc1ccc(NC(=O)c2nc[nH]c2C(=O)NCC(=O)OC(C)(C)C)cc1
    0%	10%	6%	15%	-0.1%	-13%	11%	-12%[38.3 µM]	-3%
- Clc1ccc(CN2CCN(/N=C/c3cccnc3)CC2)cc1
    4%[57.1 µM]	2%	-16%	17%[57.1 µM]	-1.6%	-8%	2%	0%	-4%
- CC(C)OCCCNC(=O)C(=O)Nc1c2c(nn1-c1ccccc1)CS(=O)(=O)C2
    13%[57.1 µM]	1%	-2%	24%[57.1 µM]	0.8%	-9%	-11%	11%	2%
- COc1nnc(-c2ccc(N3CCOCC3)c(NC(=O)c3ccccc3)c2)c2ccccc12
    5%	-53%	-2%	-14%	-1.6%	-13%	0%	6%	1%
- Cn1c(Cl)c(/C=N/OC(=O)c2ccccc2Cl)c2ccccc21
    -18%	-10%	2%	29%[57.1 µM]	-0.2%	-1%	-5%	-2%	-5%
- COc1ccc(C(=O)/C=C/Nc2c(C)n(C)n(-c3ccccc3)c2=O)c(OC)c1
    -15%	-20%	-5%	-35%	3.1%	-21%	?	14%	-4%
- CC(C)OC(=O)Cn1cnc2ccc(Br)cc2c1=O
    13%	-3%	3%	26%	0.5%	-1%	41%[activator]	10%	0%
- COc1ccccc1OCc1cc(C(=O)N2CCN(C)C(c3ccccc3)C2)no1 (configuration not stated)
    -6%	5%	-12%	2%	-0.4%	-7%	3%	7%	-3%
- COc1cc(/C=C(\C#N)C(=O)Nc2ccc(C)cc2)ccc1OCc1cc(=O)n2nc(C)sc2n1
    -5%	9%	-5%	0%	-0.9%	-22%	-23%	8%	1%
- FCCCOc1ccc(-c2nccc(-c3ccc(F)cc3)n2)cc1
    -1%[57.1 µM]	-16%	4%	0%[57.1 µM]	1.6%	-16%	0%	2%	-10%
- Cc1ccccc1N(C(=O)CS(=O)CC(=O)Nc1ccc(F)cc1)C(C)C(=O)NC(C)(C)C (configuration not stated)
    1%[57.1 µM]	23%	-1%	3%[57.1 µM]	-2.4%	-2%	0%	7%	1%
- CCCNC(=O)C(Cc1ccccc1F)NC(=O)c1ccccn1 (configuration not stated)
    -1%	1%	0%	18%	-2.7%	11%	-2%	-6%	1%
- CCCN(CCC)C(=O)CN1C(=O)CSc2ccc(S(=O)(=O)N3CCC(C)CC3)cc21
    1%	9%	2%	8%	0.8%	-3%	-11%	-11%	-2%
- O=C(CSc1ccc2nnc(-c3ccccn3)n2n1)Nc1ccccc1F
    -1%	11%	?	-5%	18%	-16%	2%	5%	0%
- Cc1ccc(NC(=O)COC(=O)C2CC2C)c(S(=O)(=O)N2CCCCC2)c1 (configuration not stated)
    -25%[57.1 µM]	-21%	-2%	1%[57.1 µM]	0.9%	-26%	10%	0%	6%
- O=C(c1cc(COc2ccc(F)cc2F)on1)N1CCCC(c2ccccc2)C1 (configuration not stated)
    -3%[57.1 µM]	6%	-7%	13%[57.1 µM]	-2.2%	-2%	-4%	27%	-1%
- CN(Cc1ccccc1)C(=O)c1ccc(NC(=O)Cc2ccc(NC(=O)C3CCCN(S(=O)(=O)c4cccc([N+](=O)[O-])c4)C3)cc2)cc1 (configuration not stated)
    0%	-2%	-3%	25%	.	-14%	-6%	-7%	6%
- Cc1sc2nc(C(C)Nc3ccccc3N3CCOCC3)[nH]c(=O)c2c1C (configuration not stated)
    4%	-16%	4%	9%	2.6%	-18%	-23%	0%	-21%
- Cc1nnc(SCC(=O)Nc2ncc(Cc3ccc(F)cc3)s2)n1N
    -6%[57.1 µM]	-16%	0%	16%[57.1 µM]	3.8%	-20%	124%[activator]	7%	0%
- CC(C)CCN(C(=O)CCSc1ccc(F)cc1)c1c(N)n(Cc2ccccc2)c(=O)[nH]c1=O
    3%	9%	3%	29%	0.3%	2%	-5%	-5%	-17%
- CC1S/C(=N/N=C/c2cccs2)NC1=O (configuration not stated)
    ?	-15%	-17%	-25%	-0.3%	-18%	-22%	7%	-5%
- COc1ccc(-c2onc(C)c2C)cc1S(=O)(=O)NCc1ccc(Br)cc1
    13%[57.1 µM]	-19%	-3%	30%[57.1 µM]	0.0%	-25%	?	-4%	-21%
- O=S(=O)(NCc1cccnc1)c1cccc2cccnc12
    1%	-13%	0%	7%	0.9%	-13%	?	8%	3%
- CCCN1CCC(NC(=O)CC2C(=O)NCCN2Cc2ccccc2C)CC1 (configuration not stated)
    4%	7%	-11%	15%	2.8%	-12%	.	-5%	2%
- Cc1ccc(CSCCC(=O)NCCc2ccc(Cl)cc2)cc1
    -15%	-29%	7%	-20%	0.0%	-9%	11%	1%	0%
- COc1ccc(CN2CCCCCC2)cc1
    9%[57.1 µM]	-20%	-2%	11%[57.1 µM]	-0.8%	-15%	?	5%	-3%

Complete entries, quoted from the list. Screens in order: TrxR1 substrate, RGS4 inh, Vif-APOBEC3F blk, TrxR1 inh, RXFP1 agonist, USP1 inh, 12-LOX inh, mIDH1 inhibitor, Vif-APOBEC3G blk
COc1nnc(-c2ccc(N3CCOCC3)c(NC(=O)c3ccccc3)c2)c2ccccc12 is entered as 5%, -53%, -2%, -14%, -1.6%, -13%, 0%, 6%, 1%
CC(C)CCN(C(=O)CCSc1ccc(F)cc1)c1c(N)n(Cc2ccccc2)c(=O)[nH]c1=O is entered as 3%, 9%, 3%, 29%, 0.3%, 2%, -5%, -5%, -17%

Later entries
Values in the order: TrxR1 substrate	RGS4 inh	Vif-APOBEC3F blk	TrxR1 inh	RXFP1 agonist	USP1 inh	12-LOX inh	mIDH1 inhibitor	Vif-APOBEC3G blk
- CCN(CC)S(=O)(=O)c1ccc(NC(=O)C2CCCO2)cc1 (configuration not stated)
    7%	7%	-3%	13%	2.2%	-4%	3%	-4%	-1%
- COc1cc(C2c3cc4c(cc3OC(NCCc3ccccc3)C2C)OCO4)cc(OC)c1OC (configuration not stated)
    3%[57.1 µM]	-10%	-7%	3%[11.4 µM]	.	0%	?	-3%	?
- COc1cc(Cl)c(C)cc1NC(=O)c1ccccc1-n1cnnn1
    5%	-6%	?	25%	.	-11%	-25%	-2%	-4%
- O=C(COC(=O)C1COc2ccccc2O1)Nc1ccccc1OC(F)F (configuration not stated)
    5%	-1%	9%	13%	.	-10%	0%	6%	1%
- C/C(=N\NC(=O)CN1CCN(Cc2ccccc2)CC1)c1cccs1
    0%	-4%	-7%	25%	0.3%	-14%	?	-4%	1%
- CC(=O)C1=C(O)C(=O)N(c2ccc(C(=O)O)cc2)C1c1ccc([N+](=O)[O-])cc1 (configuration not stated)
    -7%	0%	1%	-7%	-0.1%	-7%	-42%	3%	-1%
- Cc1ccc(C)c(N2C(=O)C3C4C=CC(CC4)C3C2=O)c1 (configuration not stated)
    2%	11%	3%	13%	-2.9%	-19%	12%	7%	-2%
- CCOC(=O)c1c(C)[nH]c(C)c1S(=O)(=O)N1CCCC(C(=O)NCc2ccc(N(C)C)cc2)C1 (configuration not stated)
    6%[57.1 µM]	-15%	2%	25%[57.1 µM]	-3.0%	-25%	-25%	0%	2%
- C/C(=N\NC(=O)c1ccc(COc2ccccc2)cc1)c1ccncc1
    6%[57.1 µM]	-12%	5%	9%[57.1 µM]	0.1%	-4%	10%	-3%	3%
- O=S(=O)(c1ccc(F)cc1)N1CCC(N2CCCC2)CC1
    -2%[57.1 µM]	9%	-2%	10%[57.1 µM]	-0.3%	-3%	.	-7%	7%
- CC(=O)c1ccc(N2C(=NC(=O)C(C)C)SC3CS(=O)(=O)CC32)cc1 (configuration not stated)
    2%	-14%	1%	15%	0.4%	-13%	0%	2%	0%
- NCC12CC3CC(CC(O)(C3)C1)C2
    1%	5%	1%	-11%	-0.3%	-21%	-3%&-7%	7%	0%

These rows are one share of the data; count on the stated rates, not on these rows.
